Assay outcomes (PubChem BioAssay)
BaF3 parental = reduces parental Ba/F3 cell viability, JAK2V617F counter-screen; 1.1% of 220,000 active; AID 1486; inhibition, % at 5.6 µM; CellTiter-Glo ATP luminescence;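 active = inhibition above a per-campaign cutoff, the mean inhibition of all tested compounds plus 3 SD, cut at about 27% in these data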;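 also: 0% = DMSO wells and 100% = JAK Inhibitor I control wells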
p47phox inh = p47phox (human) inhibition. P14598. p47phox/p22phox peptide binding, fluorescence polarization, 2 h. inhibition, % at 24.7 µM. 0.53% of 220,000 active. AID 1274;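 active = inhibition above about 30%, limit read from the data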;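 also: 0% = p47phox with labelled peptide and 100% = labelled peptide alone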
PPC-1+TRAIL kill = compounds killing PPC-1 cancer cells with TRAIL present (potentiator screen, no TRAIL-free arm) | AID 1443 | PPC-1 cells + TRAIL, ATPLite viability luminescence | 0.41% of 220,000 active | cell killing (% activity), % at 4 µM;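 active = cell killing above 50% in the first pass at 4 µM, then a duplicate retest at 5 µM averaging 50% or more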;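 also: plate controls were cells with TRAIL plus DMSO for no effect and medium-only wells lacking cells for full effect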
RBBP9 inhibitor = blocks human serine hydrolase RBBP9 | recombinant RBBP9, FP-Rh probe fluorescence polarization | inhibition, % at 7.94 µM | 0.2% of 220,000 active | AID 1515;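 active = inhibition above the campaign mean of all tested compounds plus 3 SD, cut at about 14% in these data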;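 also: plate controls were DMSO wells with RBBP9 for no effect and wells lacking RBBP9 protein for full effect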
Target sequence (O75884 whole entry, looked up): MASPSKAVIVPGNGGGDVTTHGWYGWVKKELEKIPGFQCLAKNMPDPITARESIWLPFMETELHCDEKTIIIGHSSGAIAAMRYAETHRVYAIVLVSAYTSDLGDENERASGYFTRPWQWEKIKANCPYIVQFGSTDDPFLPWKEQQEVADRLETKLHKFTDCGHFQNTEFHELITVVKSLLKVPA
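Test system – recombinant human RBBP9 · Input – RBBP9 2.5 µM in dispensing solution, pre-mixing · Medium – Tris buffer pH 8.0, NaCl, Pluronic · Schedule – preincubation 30 min plus labeling 45 min at 25 °C · Measured by – fluorescence polarization · Measure – % inhibition · Controls – DMSO and no-protein wells · Replicates – one well per compound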
Ba/F3 V617F tox = reduce viability of Ba/F3 cells dependent on JAK2V617F; Ba/F3 EpoR-JAK2V617F viability, ATP luminescence; 1.1% of 220,000 active; inhibition, % at 5.6 µM;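 active = inhibition above the campaign mean plus 3 SD over all tested compounds, cut at about 24% in these data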;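 also: cytokine-independent growth of Ba/F3 cells driven by EpoR plus mutant JAK2; 0% = DMSO-treated cells and 100% = JAK inhibitor I control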
EP2 antag = EP2 receptor (human) inhibition; P43116; C6 glioma cells expressing human EP2, cAMP TR-FRET; cells stimulated with saturating PGE2; inhibition, % at 25 µM; 0.52% of 260,000 active;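 active = percent inhibition above 40 after rounding to a whole number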;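 also: rat C6 glioma host cells with rolipram phosphodiesterase inhibitor present; the protocol text gives 20 µM as final concentration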
Tb hexokinase = blocks Trypanosoma brucei hexokinase 1 activity. AID 1430. 0.11% of 220,000 active. recombinant TbHK1, G6PDH-coupled NADH A340. inhibition, % at 10 µM;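 active = inhibition of 50% or more in the single-dose primary screen; inactive = inhibition below 50%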
p97 inhibitor = blocks human p97 ATPase activity; P55072; recombinant p97 ATPase, Kinase-Glo ATP luminescence, 3 h; inhibition, % at 8 µM; 0.42% of 220,000 active; AID 1481; in the data active = inhibition above about 15%;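 also: 0% = DMSO vehicle and 100% = wells lacking enzyme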
Target sequence (P55072 whole entry, looked up): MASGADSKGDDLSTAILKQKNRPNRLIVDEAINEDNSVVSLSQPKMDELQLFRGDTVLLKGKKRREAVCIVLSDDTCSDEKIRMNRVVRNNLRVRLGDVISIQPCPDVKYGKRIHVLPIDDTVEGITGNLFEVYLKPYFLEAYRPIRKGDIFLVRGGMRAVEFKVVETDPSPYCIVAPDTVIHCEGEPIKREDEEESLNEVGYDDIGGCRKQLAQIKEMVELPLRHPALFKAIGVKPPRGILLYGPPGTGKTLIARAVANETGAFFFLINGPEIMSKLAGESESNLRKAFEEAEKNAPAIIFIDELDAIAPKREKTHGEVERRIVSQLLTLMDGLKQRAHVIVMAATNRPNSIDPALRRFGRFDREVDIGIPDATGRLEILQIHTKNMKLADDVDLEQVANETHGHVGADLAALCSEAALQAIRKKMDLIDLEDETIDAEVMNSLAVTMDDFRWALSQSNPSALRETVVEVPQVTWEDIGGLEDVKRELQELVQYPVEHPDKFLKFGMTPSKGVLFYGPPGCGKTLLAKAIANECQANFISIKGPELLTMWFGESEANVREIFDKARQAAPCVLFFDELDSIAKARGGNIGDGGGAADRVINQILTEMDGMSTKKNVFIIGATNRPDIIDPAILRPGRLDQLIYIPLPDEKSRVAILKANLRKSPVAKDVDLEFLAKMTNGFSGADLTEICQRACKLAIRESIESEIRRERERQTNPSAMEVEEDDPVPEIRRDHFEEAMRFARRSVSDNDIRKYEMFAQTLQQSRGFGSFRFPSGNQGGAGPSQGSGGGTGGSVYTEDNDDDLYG
Furin inhibitor = inhibitors of human furin; purified furin, fluorogenic substrate cleavage; inhibition, % at 30 µM; 0.061% of 220,000 active; AID 463115; in the data active = inhibition above about 25%; also: inactives centre near -15
* = called active by the depositor; . = not tested or not shown; & = joins results of further samples; [ ] = dose if it differs, or a comment.

The line under a structure holds: BaF3 parental, p47phox inh, PPC-1+TRAIL kill, RBBP9 inhibitor, Ba/F3 V617F tox, EP2 antag, Tb hexokinase, p97 inhibitor, Furin inhibitor
1. Cc1cccc(NC(=O)c2cc(NC(=O)C3CCCCC3C(=O)O)ccc2N2CCCCC2)c1 (stereo unspecified)
    5, -6, 13, -5, -2, 9, 4, -2, -9
2. O=C(OCn1ncc(Br)c(Br)c1=O)c1c(F)cccc1F
    67*, -3, 21, -5, 74*, 26, -8, 5, -19[20 µM]
3. O=C(O)c1cccc(NC(=S)N/N=C/c2ccccn2)c1
    4, 14, 13, -12, 3, 8, -11, -7, 3
4. CCn1c(SC)nnc1-c1sc2cc(Cl)ccc2c1Cl
    40*, -10, -2, -10, 2, 19, -2, -8, -8[20 µM]
5. FC(F)(F)c1cc(-c2ccco2)nc(NCc2ccc(Cl)cc2)n1
    0, -25, 0, 3, -4, 5, 3, 5, -9[20 µM]
6. O=C(Nc1cc(Cl)ccc1O)c1cc2n(n1)C(C(F)(F)F)CC(c1ccc3c(c1)OCO3)N2 (stereo unspecified)
    8, -38, 18, -19, 0, 27, 0, 6, -20[20 µM]
7. O=C1OC(c2ccccc2)/C(=C(/O)c2ccc(Cl)cc2)C1=O (stereo unspecified)
    -1, 3, 32, -2, -3, 14, -29, -4, -18[20 µM]
8. CC1CCCN(CCC(=O)Nc2ccc3c(c2)CCC3)C1 (stereo unspecified)
    6, -2, 8, -8, 1, 16, 4, 1, -22[20 µM]
9. Cc1cc(NC(=O)c2c(F)cccc2Cl)no1
    2, -11, 32, 11, -3, 10, -1, 8, -22
10. COc1ccccc1C(c1nnnn1C(C)(C)C)N1CCN(Cc2ccccc2)CC1 (stereo unspecified)
    4, 1, 32, 1, 2, 9, 4, -1, -10[20 µM]
11. Cc1cc2ccccn2c1C(=O)c1nc(NCc2ccccc2)ncc1Cl
    5, -25, 34, -8, -2, 1, 2, 5, -13
12. COc1ccc(C(=O)/C=C/Nc2ccc(S(N)(=O)=O)cc2)cc1OC
    -3, -19, 2, 2, -2, 17, -15, 10, -11
13. Cc1onc(-c2ccc(Cl)cc2Cl)c1-c1csc(COc2ccccc2)n1
    -5, -9, 14, -8, -1, 13, 2, -1, -10
14. COc1ccc(/C=C/c2ccncc2)cc1
    1, -15, 8, -7, -1, 1, -20, 0, -15[20 µM]
15. Cc1ccc(NC(=O)c2ccc(OCc3c(C)noc3C)cc2)cc1
    -4, -14, -26, 3, 2, 4, -6, 3, -22
16. COc1cccc(Cn2cnc3c(NS(=O)(=O)c4ccc(Cl)cc4)c(C)c(C)cc32)c1
    7, 8, 24, -5, -4, 9, 19, 1, -23[20 µM]
17. Cc1ccc(NC(=S)N(Cc2ccco2)C(C)c2cccs2)cc1 (stereo unspecified)
    7, -6, 19, -8, 3, 2, 0, -1, -20
18. COc1ccc(C2(CNC(=O)Cc3ccc(OC)c(OC)c3)CCCC2)cc1
    9, 10, 15, 2, 1, 7, 0, -3, -30
19. CCCCCn1nc(C(=O)OCC(=O)c2c(N)n(C)c(=O)n(C)c2=O)c2ccccc2c1=O
    -4, -7, 10, -4, -5, 9, -8, 8, -26
20. Cc1ccc(S(=O)(=O)c2c(COC(=O)c3ccc(Cl)cc3)c(-c3ccccc3)nn2C)cc1
    1, 0, 8, -1, -2, 14, -21, 0, -16[20 µM]
21. CNS(=O)(=O)c1cnccc1N1CCN(C)CC1
    -3, -5, 18, -2, -4, 10, 1, 3, -13
22. O=C(O)CCNc1nc(C(F)(F)F)nc2ccccc12
    -1, -9, -18, -5, 0, 3, -4, 3, -9
23. Oc1ccc(C(c2nnnn2C2CCCC2)N2CCc3ccccc3C2)cc1 (stereo unspecified)
    4, -6, -2, -9, 0, 17, 3, 4, -15
24. COc1ccc2c(CC(=O)OCC(=O)c3ccccc3OC)coc2c1
    1, -6, -2, -7, 2, 13, 1, -4, -5[20 µM]
25. Cc1ccc(NCc2ccccc2F)cc1
    2, -5, 6, -9, 3, 5, -2, -4, -17
26. COc1cc(C#N)ccc1OCC(=O)Nc1cccc(S(=O)(=O)N2CCCC2)c1
    6, -1, 17, 4, 4, 10, -7, 1, -22
27. COc1cccc(-c2cc(C(=O)Nc3c(C)nn(Cc4ccccc4)c3C)no2)c1
    3, -6, 7, -7, 1, 7, 4, -4, -4[20 µM]
28. COc1ccc(N=C2C(=Nc3ccc(OC)cc3)N(c3ccccc3)C(=S)N2C(=O)c2ccc(Cl)cc2)cc1
    0, -6, 27, -4, -1, 6, -33, 3, -12[20 µM]
29. COc1ccc(CC(=O)NC(C)c2nnc(SCCC(=O)Nc3ccccc3)n2C)cc1 (stereo unspecified)
    6, -4, -6, -6, 1, 8, -2, -1, -9
30. CN(C(=O)COc1ccccc1)C1CCS(=O)(=O)C1 (stereo unspecified)
    -1, 11, 12, -5, -1, 18&3, -4, 0, -17

Profiles as entered above. Values in the order: BaF3 parental	p47phox inh	PPC-1+TRAIL kill	RBBP9 inhibitor	Ba/F3 V617F tox	EP2 antag	Tb hexokinase	p97 inhibitor	Furin inhibitor
`COc1ccc(N=C2C(=Nc3ccc(OC)cc3)N(c3ccccc3)C(=S)N2C(=O)c2ccc(Cl)cc2)cc1` in the list: 0	-6	27	-4	-1	6	-33	3	-12[20 µM]
`Cc1ccc(NCc2ccccc2F)cc1` in the list: 2	-5	6	-9	3	5	-2	-4	-17
`COc1ccc2c(CC(=O)OCC(=O)c3ccccc3OC)coc2c1` in the list: 1	-6	-2	-7	2	13	1	-4	-5[20 µM]
`COc1cc(C#N)ccc1OCC(=O)Nc1cccc(S(=O)(=O)N2CCCC2)c1` in the list: 6	-1	17	4	4	10	-7	1	-22

(cont.)
The line under a structure holds: BaF3 parental, p47phox inh, PPC-1+TRAIL kill, RBBP9 inhibitor, Ba/F3 V617F tox, EP2 antag, Tb hexokinase, p97 inhibitor, Furin inhibitor
31. COc1ccc(/C=N/NC(=O)c2cc(-c3ccc(C)cc3C)nc3ccccc23)cc1COC(C)=O
    10, -3, 2, -8, 1, ., -16, 3, -13[20 µM]
32. Cc1ccccc1C(=O)N1CCN(c2ccc(NC(=O)CSc3ccc(Cl)cc3)cc2)CC1
    5, -22, 8, -9, 7, 9, -8, -4, -1[20 µM]
33. COc1cc(NC(=O)c2cc(Br)cc(C)c2OC)ccc1NC(=O)C(C)C
    4, -3, 27, -1, -1, 6, -9, -5, -10
34. O=Cc1c(C(=O)O)n(CC(=O)O)c2ccccc12
    5, 4, -1, -9, 1, 4, -14, -1, -9
35. CCCCN(C(=O)CC(c1ccccc1)c1ccccc1)c1c(N)n(CCC)c(=O)[nH]c1=O
    3, -3, 16, 1, 2, 6, -4, -4, -16
36. O=C(NCCc1ccc(Cl)cc1)c1cc(-c2ccncc2)nc2ccccc12
    7, -8, 6, -1, -2, 7, -12, 2, -19
37. C/C(CC(=O)Nc1ccc(C)c(Cl)c1)=N\NC(=O)Cc1cccs1
    2, 3, 2, -14, 0, 6, 7, -2, -25
38. CC(=O)c1sc(-c2ccccc2)nc1C
    0, 3, 30, 7, -4, 13, -23, 1, 4
39. COc1ccc(OC)c(NC(=O)C2C3CC4OC(=O)C2C4C3)c1 (stereo unspecified)
    2, -9, 25, -4, -1, 4, 1, 5, -10[20 µM]
40. Cc1cccc(OCC(=O)NCC(=O)N/N=C/c2cccnc2)c1
    1, -9, -21, -4, 0, 7, -9, 5, -15

A second format for 2 compounds above:
39. COc1ccc(OC)c(NC(=O)C2C3CC4OC(=O)C2C4C3)c1 (stereo unspecified)
  BaF3 parental: 2
  p47phox inh: -9
  PPC-1+TRAIL kill: 25
  RBBP9 inhibitor: -4
  Ba/F3 V617F tox: -1
  EP2 antag: 4
  Tb hexokinase: 1
  p97 inhibitor: 5
  Furin inhibitor: -10[20 µM]
40. Cc1cccc(OCC(=O)NCC(=O)N/N=C/c2cccnc2)c1
  BaF3 parental: 1
  p47phox inh: -9
  PPC-1+TRAIL kill: -21
  RBBP9 inhibitor: -4
  Ba/F3 V617F tox: 0
  EP2 antag: 7
  Tb hexokinase: -9
  p97 inhibitor: 5
  Furin inhibitor: -15

More results follow.
The line under a structure holds: BaF3 parental, p47phox inh, PPC-1+TRAIL kill, RBBP9 inhibitor, Ba/F3 V617F tox, EP2 antag, Tb hexokinase, p97 inhibitor, Furin inhibitor
41. O=C(O)CNc1nc(-c2ccccc2)nc2c1oc1ccccc12
    3, 0, 0, -7, 0, 7, -5, 13, -9
42. CCCCC(O)(C(NC=O)C(=O)OC)C(F)(F)F (stereo unspecified)
    -3, 9, 14, -5, -2, 14, -2, 4, -11[20 µM]
43. COc1ccc(C(=O)c2cnc(/N=C/N(C)C)s2)cc1
    8, -14, 0, -4, 1, 8, -35, 6, 8[20 µM]
44. Cc1nc2sccn2c(=O)c1CCN1CCC(=C(c2ccc(F)cc2)c2ccc(F)cc2)CC1
    10, -4, 13, -7, 4, 13&12, -12, 0, -9
45. C=C1c2ccccc2NC(=O)N1c1ccc(OC)cc1
    0, -8, 18, -5, -2, 12, -5, 4, -27
46. COc1ccc(OC)c(/C=N/NC(=O)c2cnccn2)c1
    3, -12, -3, -3, -1, 4, -37, 3, -21
47. O=C(O)c1ccc(N2C(=O)/C(=C/c3ccc(-c4ccc([N+](=O)[O-])cc4)o3)C=C2c2ccccc2)cc1
    4, -39, 25, -6, -1, 7, 28, 5, -15
48. O=C(/C=C/c1ccc([N+](=O)[O-])cc1)NCc1ccc2c(c1)OCO2
    0, -3, 12, -5, 2, 22, -16, 2, -20
49. CCc1ccc(/C=C2\Oc3cc(OS(C)(=O)=O)ccc3C2=O)cc1
    7, -4, -14, -4, 1, 2, -21, -2, -17
50. Cc1ccc(NC(=S)NC(NC(=O)C(C)(C)C)C(Cl)(Cl)Cl)c(C)c1 (stereo unspecified)
    5, -11, 3, -3, 2, 1, 4, 4, -14
51. CC(=O)Cn1c(CN2CCCCC2)nc2ccccc2c1=O
    4, -11, 23, -4, -4, 5, 4, 0, -20
52. CN(C)S(=O)(=O)c1cccc(NC(=O)c2cnccn2)c1
    9, -12, 26, -2, 0, 1, 4, 3, -20
53. Cc1ccc(Cl)cc1NC(=S)NCCCSC1CCCCC1
    2, -6, 15, -12, 6, 7, 13, -9, -12
54. Cc1cccc(NC(=O)c2c(C)cc(=O)oc2C)n1
    -1, 0, -2, -5, -3, 2, 3, 1, -41
55. CC(C)C(NC(=O)C1CCCCC1)C(=O)Nc1ccc2c(c1)OCCO2 (stereo unspecified)
    1, -1, 13, -5, -2, 4, 5, 6, -19
56. Cc1cc(C)c(S(=O)(=O)N(CC(=O)O)CC(=O)O)c(C)c1
    5, -6, -2, -4, -1, 6, 2, 1, -11[20 µM]
57. O=C(O)CCc1ccc(-c2ccccc2)n1NC(=O)c1ccco1
    4, 7, 18, -2, -4, 9, 7, 3, -30[20 µM]
58. Cn1c(=O)[nH]c(=O)c2c1nc(N1CCCCC1)n2CCCSc1nnnn1-c1ccccc1
    3, 3, 3, -2, 5, 5, 0, -9, -10

These rows are one share of the data; rates above refer to the full screens.
